Compound activity from PubChem.
ASM inhibitor: human S-ASM enzyme inhibition; P17405; 340,000 compounds, 0.006% hits; Potency, µM (doses to about 57.5 µM), for the others: at the highest dose activity change, negative = inhibition, actives largely listed as inhibitors; placental ASM, HMU-PC fluorogenic substrate, 60 min; also: potency is read from the fitted curve at half-maximal effect
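Fluorogenic HMU-PC substrate (9 uM final) is turned over by placental ASM in 60 min at 37 C after a 10 min compound preincubation. Reaction ended by alkaline stop (pH 10), with fluorescence read at 386/447 nm.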
Eya2 inh: Eya2 (human) phosphatase inhibition. 330,000 compounds, 0.006% hits. Potency, µM (titrated, usually from 76.9 µM), for the others: top-dose activity, negative = inhibition, most hits filed as inhibitors. O00167. AID 488837. recombinant Eya2, OMFP fluorescence dephosphorylation (OMFP is methylfluorescein phosphate); also: potency is read from the fitted curve at half-maximal effect; % is scaled to controls: 0 for no effect and ±100 for the full control effect
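Eya2 protein (added as 0.2 uM solution) was preincubated with compound for 10 min at ambient temperature in 50 mM HEPES pH 7.5, 50 mM NaCl, 5 uM MgCl2, 0.05% BSA, 1 mM DTT. OMFP (added at 50 uM) then reacted 10 min; fluorescence read at 485/525 nm.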
USP2a block: USP2a (human) protease inhibition; O75604; USP2 core, Ub-CHOP2 coupled fluorogenic reporter, 485/531; Potency, µM (titrated, usually from 38.3 µM), for inactives: at the top dose activity change, negative = inhibition, most hits filed as inhibitors; 330,000 compounds, 0.01% hits; AID 463254;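 also: potency is read from the fitted curve at half-maximal effect; plate controls were DMSO wells for no effect and full inhibition by NEM control for full effect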
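Cell-free coupled assay: 10nM USP2 core preincubated 30min RT with compound in Tris-HCl pH 8.0/CaCl2/CHAPS buffer, then 25nM Ub-CHOP2 and 25nM reporter substrate; fluorescence (Ex 485/Em 531) read after 60min RT, normalized to NEM inhibition, concentration-response curves fitted.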
hERG WT inh: KCNH2 (human, wildtype) channel inhibition; activity change, % at 1.84 µM; U2OS, BacMam KCNH2, thallium flux FluxOr; stronger effect = lower value; 340,000 compounds, 0.37% hits;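 active = maximum activity change below -70%; inconclusive = maximum activity change between -70% and -50%; inactive = maximum activity change above -50%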; also: % is scaled to controls: 0 for no effect and ±100 for the full control effect
Target sequence (Q12809 whole entry, looked up): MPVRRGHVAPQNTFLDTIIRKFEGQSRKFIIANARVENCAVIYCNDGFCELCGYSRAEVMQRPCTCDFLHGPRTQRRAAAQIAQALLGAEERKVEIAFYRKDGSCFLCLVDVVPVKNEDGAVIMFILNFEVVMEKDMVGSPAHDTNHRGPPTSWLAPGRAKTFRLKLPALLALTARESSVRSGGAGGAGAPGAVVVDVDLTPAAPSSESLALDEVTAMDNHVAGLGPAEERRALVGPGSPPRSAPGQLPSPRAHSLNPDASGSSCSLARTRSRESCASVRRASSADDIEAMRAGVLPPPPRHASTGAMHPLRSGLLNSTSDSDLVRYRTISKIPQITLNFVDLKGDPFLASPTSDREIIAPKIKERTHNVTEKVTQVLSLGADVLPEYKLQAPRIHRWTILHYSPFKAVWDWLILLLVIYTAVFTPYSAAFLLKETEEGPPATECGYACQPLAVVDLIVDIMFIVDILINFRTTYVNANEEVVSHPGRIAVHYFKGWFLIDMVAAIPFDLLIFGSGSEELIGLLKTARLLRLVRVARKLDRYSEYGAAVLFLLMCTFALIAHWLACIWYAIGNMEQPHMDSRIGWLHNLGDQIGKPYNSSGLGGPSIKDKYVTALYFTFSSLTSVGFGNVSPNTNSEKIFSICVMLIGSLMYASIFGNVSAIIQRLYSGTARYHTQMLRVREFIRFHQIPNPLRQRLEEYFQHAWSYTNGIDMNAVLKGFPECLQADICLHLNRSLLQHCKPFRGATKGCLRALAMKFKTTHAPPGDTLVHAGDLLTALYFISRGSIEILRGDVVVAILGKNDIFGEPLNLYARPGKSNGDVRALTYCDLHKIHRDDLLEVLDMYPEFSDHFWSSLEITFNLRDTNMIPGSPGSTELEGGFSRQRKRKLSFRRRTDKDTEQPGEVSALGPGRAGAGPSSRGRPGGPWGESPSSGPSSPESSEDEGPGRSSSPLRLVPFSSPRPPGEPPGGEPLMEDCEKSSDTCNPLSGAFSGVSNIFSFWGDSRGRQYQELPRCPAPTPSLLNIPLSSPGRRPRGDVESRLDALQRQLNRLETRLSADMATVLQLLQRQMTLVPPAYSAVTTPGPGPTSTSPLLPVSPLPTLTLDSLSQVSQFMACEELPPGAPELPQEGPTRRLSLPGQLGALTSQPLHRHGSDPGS
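U2OS cells transduced with wild-type KCNH2 virus are loaded with FluxOr dye for 45 min, and thallium flux is measured in kinetic reads before and after stimulation buffer. Rate constants are normalized to DMSO controls.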
Menin-MLL TR inh: displaces Texas Red mutant MLL peptide from human menin; O00255; Menin + Texas Red MLL mutant peptide, fluorescence polarization; Potency, µM (doses to about 61.6 µM), for the others: at the highest dose FP activity change, negative = inhibition, hits mostly inhibitors; 270,000 compounds, 0.23% hits; active = well fitted inhibition curve with a large enough effect in the polarisation, with a control signal flat, not every such curve was filed as active; inconclusive = small, poorly fitted or top-dose-only effect, or effect the other way, or a change in a side signal; inactive = no such curve, though single readings can be large or run the other way; the % refers to the polarisation; also: potency is read from the fitted curve at half-maximal effect; % of control where 0% means no effect; many of its hits are not listed in these tables
Mito fusion yeast: blocks mitochondrial division or promotes mitochondrial fusion; 320,000 compounds, 0.23% hits; S. cerevisiae fusion-defective mutant growth rescue, CellTiterGlo 48 h; AID 485298; Potency, µM (top dose mostly 46.1 µM), without a hit: at the top dose growth rescue (activation), usual class: activators;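 also: potency is read from the fitted curve at half-maximal effect; % of control where 0% means no effect; nearly all actives have a fitted effect of over 45% in size; temperature-sensitive fusion mutants such as fzo1-1 at 37 °C on non-fermentable ethanol glycerol medium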
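Yeast fusion mutant, YPEG (non-fermentable carbon), compound, 48 h at 37C non-permissive; CellTiterGlo added, 10 min RT, luminescence read. Rescued growth = division inhibition.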
GALK inh: galactokinase (human) inhibition; 270,000 compounds, 0.007% hits; Potency, µM (top dose mostly 57.5 µM), for inactives: top-dose activity change, negative = inhibition, hits mostly inhibitors; Purified GALK, Kinase-Glo residual ATP luminescence; AID 1868; P51570; also: potency is read from the fitted curve at half-maximal effect; % is scaled to controls: 0 for no effect and ±100 for the full control effect
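Compounds were pin-transferred into ATP buffer (35 uM final), then GALK plus galactose (5 nM, 100 uM final) was added. After 1 h at room temperature, Kinase-Glo Plus was added and luminescence read after 10 min.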
Chronic BCR inh: chronic active BCR signaling inhibition; ABC-DLBCL IkBa-CBG/CBR reporter, luminescence ratio, 4 h; Potency, µM (highest dose often 46.1 µM), without a hit: top-dose ratio change, negative = lower green/red ratio, usual class: inhibitors; 340,000 compounds, 0.05% hits; AID 493014; active = well fitted inhibition curve with a large enough effect in the signal ratio, with a control signal flat, not every such curve was filed as active; inconclusive = small, poorly fitted or top-dose-only effect, or effect the other way, or a change in a side signal; the % refers to the signal ratio;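 also: potency is read from the fitted curve at half-maximal effect; plate controls were basal doxycycline-induced cells for no effect and cells given 10 µM MG132 for full effect; MG132 reads +100%, hits lower the ratio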
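Cell line TMD8 (human ABC DLBCL), stably expressing tet-inducible CBG68-IkBa fusion and CBR; IMDM/0.5% FBS; cpd up to 46 uM; dox induction, 4 h, 37C/5% CO2; dual luminescence; green/red ratio; MG132 control.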
MBNL1-CUG inh: blocks human MBNL1 binding to CUG repeat RNA | Q9NR56 | TR-FRET MBNL1-His/biotin-(CUG)12 binding, 665/545 ratio | Potency, µM (highest dose often 57.5 µM), for inactives: at the top dose activity change, negative = inhibition, hits mostly inhibitors | 280,000 compounds, 0.036% hits; active = well fitted inhibition curve with a large enough effect in the signal ratio, with a control signal flat, not every such curve was filed as active; inconclusive = small, poorly fitted or top-dose-only effect, or effect the other way, or a change in a side signal; inactive = no such curve, though single readings can be large or run the other way; the % refers to the signal ratio; also: potency is read from the fitted curve at half-maximal effect; % is scaled to controls: 0 for no effect and ±100 for the full control effect
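Inhibition of protein-RNA binding appears as loss of TR-FRET between terbium anti-His antibody on MBNL1-His and streptavidin-XL665 on biotin-(CUG)12. Activity is normalized to buffer-only and uninhibited-complex controls.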
PKM2 activator: activators of human pyruvate kinase M2; AID 1631; Potency, µM (top dose mostly 57.5 µM), for the others: at the top dose activation, usual class: activators; purified PKM2, Kinase-Glo ATP luminescence, activation; response scale: 0% is enzyme alone, no compound; 260,000 compounds, 0.34% hits; also: potency is read from the fitted curve at half-maximal effect; % is scaled to controls: 0 for no effect and ±100 for the full control effect; nearly all actives have a fitted effect of over 55% in size
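Kinase-Glo luminescence reports ATP generated from ADP (0.1 mM) and PEP (0.5 mM) by purified hPK-M2 after 1 h at room temperature, pH 7.2 imidazole buffer; intermediate enzyme activity allows detecting inhibitors and activators.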
TSHR antagonist: antagonists of human thyroid stimulating hormone receptor; P16473; TSHR-expressing cells, TSH-stimulated cAMP HTRF, 2 h; stronger effect = lower value; activity change, negative = inhibition, % at 11.5 µM; 330,000 compounds, 0.2% hits; AID 504810;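 active = activity change below a set negative limit, meaning inhibition stronger than a set level, cut at about -70% in these data; inconclusive = activity change between two set negative limits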; also: % is scaled to controls: 0 for no effect and ±100 for the full control effect
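Cell-based HTRF cAMP assay; TSHR cells + compound, TSH EC80 (4nM final), 2 h, 37 deg C. Lysis with anti-cAMP cryptate and cAMP-d2, 30 min RT, read 665/620 nm.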
Starred values were filed as active, the others as inactive; ? = inconclusive; · = not tested or not shown; [ ] = remark or other dose. Unless noted, calls follow the shape of the dose curve; as a rule, active = well fitted curve in the direction sought with a large enough effect; inconclusive = small, poorly fitted or top-dose-only effect, or another doubt; inactive = no such curve, though single readings can be large; an effect the other way counts as inactive or inconclusive.

A first look:
structure | ASM inhibitor | Eya2 inh | USP2a block | hERG WT inh | Menin-MLL TR inh | Mito fusion yeast | GALK inh | Chronic BCR inh | MBNL1-CUG inh | PKM2 activator | TSHR antagonist
Clc1cccc(Cl)c1CSc1nnc(-c2ccncc2)s1 | -3.9% | 4.4% | 0.9% | -1.7 | · | -0.3% | -2.5% | 6.5% | · | 0.0% | 8.4
COc1ccc(CCNC(=O)CCS(=O)(=O)c2ccc3nc(C)sc3c2)cc1OC | -0.4% | 2.1% | 0.4% | -1.1 | 0.4% | 1.0% | · | -5.9% | -6.9% | 5.5% | 2.2

The listing, from the start:
structure | ASM inhibitor | Eya2 inh | USP2a block | hERG WT inh | Menin-MLL TR inh | Mito fusion yeast | GALK inh | Chronic BCR inh | MBNL1-CUG inh | PKM2 activator | TSHR antagonist
Clc1cccc(Cl)c1CSc1nnc(-c2ccncc2)s1 | -3.9% | 4.4% | 0.9% | -1.7 | · | -0.3% | -2.5% | 6.5% | · | 0.0% | 8.4
COc1ccc(CCNC(=O)CCS(=O)(=O)c2ccc3nc(C)sc3c2)cc1OC | -0.4% | 2.1% | 0.4% | -1.1 | 0.4% | 1.0% | · | -5.9% | -6.9% | 5.5% | 2.2
COc1ccc(CNC(=O)c2cc(-c3ccncc3)nc3c(C)cc(C)cc23)cc1OC | -2.3% | 1.1% | 5.2% | 6.0 | -6.4% | 2.8% | -0.3% | -2.7% | 5.8% | 1.5% | -11.7
CS(=O)(=O)N(CC(=O)N1CCCCCC1)c1cccc(Cl)c1Cl | -2.6% | -10.9% | -3.2% | -4.4 | -17.0% | 0.4% | -3.2% | 6.0% | 1.3% | 1.5%[11.5 µM] | 11.4
C/C(=N\NC(=O)c1ccc(Cl)c(Cl)c1)c1cccc(NC(=O)C(C)C)c1 | -10.2% | -4.2% | 2.5% | -7.8 | 20.9% | 3.0% | -8.8% | ? | -16.3% | 2.5% | -3.3
COCCNC(=O)C(c1ccc(C)cc1)N(Cc1ccccc1)C(=O)CCC(=O)Nc1ccccn1 (stereo unspecified) | -0.7% | 7.1% | 0.2% | -14.0 | · | -2.7% | 0.4% | -6.6% | -3.1% | · | 0.9
CC1(C)OC(=O)N(NCc2ccccc2)C1(C)O (stereo unspecified) | 6.1% | 16.5% | 1.0% | -1.1 | 21.9% | 6.2% | 0.8% | ? | -1.6% | · | 5.9
O=C(O)c1cc(Cl)c(Cl)cc1C(=O)Nc1cccc2ncccc12 | 1.2% | -9.8% | 2.1% | -2.2 | -9.5% | -4.8% | 0.0% | 5.9% | -4.1% | -5.1% | 14.9
CCn1cc(/C=C(\NC(=O)c2ccc(C)cc2)C(=O)NCCCN2CCOCC2)c2ccccc21 | -0.2% | 2.8% | -0.7% | 2.3 | ? | 1.0% | · | 3.9% | 10.2% | 6.5% | -3.1
O=C(Nc1ccc(Br)cc1Cl)Nn1cnnc1 | 3.0% | -13.3% | 3.0% | -5.4 | 21.7% | -3.9% | 0.0% | 9.9% | -29.0% | -5.1% | 0.8
O=C(CCNC(=O)c1ccc([N+](=O)[O-])cc1)Nc1nccs1 | 7.2% | -1.8% | 0.7% | -6.4 | 14.1% | 1.1% | 8.9% | 3.8% | ? | 29.0% | -1.8
Cc1ccc(-c2nnn(CC(=O)N(c3ccccc3F)C(C(=O)NCC3CCCO3)c3c[nH]c4ccccc34)n2)cc1 (stereo unspecified) | -8.3% | -3.3% | -0.8% | -2.1 | -6.2% | -0.5% | -3.3% | 0.4% | 5.5% | -3.4% | -0.9
Cc1ccc(O)c(-c2cc(-c3cccc(Br)c3)n[nH]2)c1 | -11.3% | -1.4% | 1.1% | 27.6 | 7.4% | -0.2% | 0.2% | 0.8% | -8.4% | -3.6% | -6.8
Cc1ccc(-c2ccc(/C=N\NC(=O)C3C(=O)NCC3c3ccccc3)o2)cc1Cl (stereo unspecified) | -2.7% | -17.2% | -14.9% | 2.8 | -10.7% | -1.4% | 0.1% | ? | ? | 10.3% | 7.6
Cc1ccccc1NC(=O)COc1coc(CN2CCN(c3ccccc3)CC2)cc1=O | · | 9.2% | -0.3% | -2.3 | · | 1.9% | · | -5.2% | · | · | -9.6
Cc1cc(C(=O)OCn2nnc3ccccc3c2=O)c(C)n1-c1ccccc1 | -10.2% | 8.2% | -10.7% | 8.6 | 0.6% | 4.8% | 0.1% | -14.0% | -0.9% | -11.4% | 35.8
Cc1cccc(CCN2C(N(C)C)=NC[C@@H]2Cc2ccccc2)c1 | -4.1% | -37.9% | 1.3% | 28.0 | · | · | · | 3.1% | · | · | 3.9
COc1ccc(C)cc1NC(=O)CN(C)S(=O)(=O)c1ccc2c(c1)CCCN2C(C)=O | 3.3% | -4.5% | 2.0% | 5.2 | 17.4% | 1.2% | 1.3% | -0.7% | 8.5% | -0.2% | -6.7
O=C(CC(NC(=O)c1ccccc1Cl)c1ccccc1)Nc1ccc2c(c1)OCO2 (stereo unspecified) | 0.2% | 10.0% | -2.6% | 0.6 | ? | 4.5% | 2.9% | ? | 2.9% | 3.6% | -4.8
COc1cc2nc(CN3CCN(C(c4ccccc4)c4ccccc4)CC3)[nH]c(=O)c2cc1OC | · | 1.3% | 8.0% | · | · | 9.4% | 5.3% | 0.1% | -6.1% | -1.5% | 2.2
Cc1ccc(-c2n[nH]c(=S)n2C)cc1 | -1.1% | -0.4% | 2.3% | · | -10.5% | -1.2% | 3.8% | 4.3% | -1.0% | -3.1% | -1.8
Cc1noc(NS(=O)(=O)c2ccc(NC(=O)C(C)(C)C)cc2)c1C | -1.0% | 5.3% | -1.8% | -1.9 | 11.8% | -4.7% | · | 1.7% | -0.1% | · | 2.4
Cc1cccc(NS(=O)(=O)c2cccc(C(=O)N3CCN(c4ccccn4)CC3)c2)c1 | -1.3% | 3.5% | -0.8% | -9.0 | -8.7% | 0.0% | 4.4% | 1.0% | -2.5% | 7.9% | 6.0
N#C/C(=N\Nc1ccc(Cl)c(Cl)c1)C(=O)C1CC1 | -21.9% | -8.0% | -7.3% | -0.8 | · | 5.9% | -1.8% | ? | -11.3% | -13.4% | ?
O=C(CNC(=O)c1ccc(-c2ccccc2)cc1)OCc1c(F)cccc1Cl | -3.8% | -1.0% | 0.9% | -5.6 | 1.6% | -1.9% | · | ? | -16.9% | -3.7% | -22.8
CC(=O)Nc1ccc(-c2csc(NC=C3C(=O)OC(C)(C)OC3=O)n2)cc1 | -0.4% | -1.3% | -3.3% | 4.3 | -1.2% | 3.0% | -1.9% | -0.3% | 25.1% | -0.3% | -16.5
O=C(CSc1nnc(CNC(=O)c2ccc(F)cc2)o1)Nc1ccc2c(c1)OCCO2 | 5.3% | -8.8% | 0.7% | 7.9 | · | -0.1% | 6.7% | -5.2% | -0.4% | -5.7% | 6.0
CCCOc1ccc(NC(=O)C(=O)NCCCn2ccnc2)cc1 | 2.5% | -5.6% | 2.6% | -8.3 | 1.2% | -3.3% | 0.2% | 19.7% | ? | -1.2% | 6.8
CC(=O)NC(=S)Nc1ccccc1N1CCCCC1 | 2.0% | 6.9% | -1.0% | -4.3 | 13.8% | -11.1% | -2.6% | 5.6% | 4.6% | -13.1% | -16.6
O=C(CSc1ccc(Br)cc1)NC1CCS(=O)(=O)C1 (stereo unspecified) | 3.2% | 13.6% | -0.1% | -13.0 | · | 3.5% | · | ? | · | · | 4.5
C[C@H](CO)N1C[C@H](C)[C@@H](CN(C)C(=O)Nc2ccc(C(F)(F)F)cc2)Oc2ccc(NS(=O)(=O)c3ccc(F)cc3)cc2C1=O | -15.3% | -9.3% | 0.6% | -9.0 | · | · | · | -0.1% | · | · | -5.2
O=C(NCc1ccco1)c1cc(-c2ccccc2)on1 | 1.1% | -31.2% | 1.4% | -7.2 | 0.7% | 0.2% | 1.5% | ? | 7.1% | -0.8% | -11.1

An excerpt (hit frequency here may not be typical).
